HP1b chromo inh – HTS for Inhibitors of HP1-beta Chromodomain Interactions with Methylated Histone Tails; Chromobox protein homolog 1 (Homo sapiens), P83916; AlphaScreen HP1-beta / biotin-H3K9me3 peptide binding; Potency, µM (titrated, usually from 114 µM), for the others: at the highest dose activity change, negative = inhibition, actives largely listed as inhibitors; 0.56% of 390,000 active; AID 540317, 2011; further: potency means the concentration at half of the fitted maximal effect; nearly all actives have a fitted effect of over 70% in size; inactives centre near 23
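HP1-beta protein (50 nM final) preincubated 30 min at room temperature with biotinylated H3(1-18)K9me3 peptide (50 nM) in PBS pH 7.4, 0.01% Tween-20, then compound added for 30 min. AlphaScreen streptavidin donor/nickel chelate acceptor beads (10 ug/mL final), 30 min dark, luminescence read.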
JMJD2A Tudor – qHTS Assay for Inhibitors of JMJD2A-Tudor Domain; Potency, µM (highest dose often 114 µM), inactives show at the highest dose activity change, negative = inhibition, hits mostly inhibitors; Lysine-specific demethylase 4A (Homo sapiens), O75164; AlphaScreen JMJD2A-Tudor / H3K4me3 peptide binding; 4.4% of 390,000 active; AID 504339, 2011; further: potency means the concentration at half of the fitted maximal effect; on the % scale 0 is the no-effect control and ±100 the full control effect; nearly all actives have a fitted effect of over 50% in size
G9a inh – qHTS Assay for Inhibitors of Histone Lysine Methyltransferase G9a | Histone-lysine N-methyltransferase EHMT2 (Homo sapiens), Q96KQ7 | 8.8% of 350,000 active | Potency, µM (top dose mostly 102 µM), without a hit: at the highest dose activity, negative = inhibition, usual class: inhibitors | G9a H3K9 monomethylation, AlphaScreen, 2 h | AID 504332, 2011; further: potency means the concentration at half of the fitted maximal effect; on the % scale 0 is the no-effect control and ±100 the full control effect; nearly all actives have a fitted effect of over 75% in size
Target sequence (Q96KQ7 913-1193 limits assumed): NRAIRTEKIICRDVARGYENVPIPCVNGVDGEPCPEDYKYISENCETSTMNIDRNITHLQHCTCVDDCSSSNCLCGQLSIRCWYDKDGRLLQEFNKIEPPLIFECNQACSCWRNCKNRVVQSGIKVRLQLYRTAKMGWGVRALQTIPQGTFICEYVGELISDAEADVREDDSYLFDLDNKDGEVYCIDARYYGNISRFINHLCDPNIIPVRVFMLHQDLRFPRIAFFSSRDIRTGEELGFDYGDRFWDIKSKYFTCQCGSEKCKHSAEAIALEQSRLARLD
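Using a bead-based AlphaScreen, monomethylated H3K9 product from 2 h room-temperature reactions (G9a 20 nM, peptide 500 nM, SAM 20 uM) was detected with 0.5 ug/mL rabbit anti-H3K9me1 antibody.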
BAZ2B inh – qHTS Assay for Inhibitors of BAZ2B; Bromodomain adjacent to zinc finger domain protein 2B (Homo sapiens), Q9UIF8; 4.4% of 360,000 active; AID 504333, 2011; AlphaScreen BAZ2B-H3K14Ac peptide displacement; Potency, µM (highest dose often 114 µM), without a hit: at the highest dose activity change, negative = inhibition, actives largely listed as inhibitors; further: potency means the concentration at half of the fitted maximal effect; on the % scale 0 is the no-effect control and ±100 the full control effect; nearly all actives have a fitted effect of over 60% in size
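Compounds, titrated to a top concentration of 110 uM, were incubated 30 min at room temperature with preformed BAZ2B/acetyl-K14 H3 peptide complex (50 nM each). Proximity signal was measured by AlphaScreen after 20 min with beads.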
PI4K2A inh – qHTS for small molecular inhibitors of PI4K2A. Phosphatidylinositol 4-kinase type 2-alpha (Homo sapiens), Q9BTU6. purified PI4K2A, ADP-Glo luminescence, 1 h; stronger effect = lower value. activity change, negative = inhibition, % at 76.9 µM. 0.13% of 420,000 active. AID 1346378, 2018; in the data active means activity change below about -50%; inconclusive means mostly about -30% to -49%;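 further: -100% = wells without enzyme as full effect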
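ADP-Glo luminescence measured ADP generated by PI4K2A enzyme (4 ug/mL before mixing) with 1.2 mM PI substrate (pre-mix) and 300 microM ATP (pre-mix). Tris pH7.5 buffer with MgCl2, Triton X-100; 1 h reaction at ambient temperature.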
RGS4 inh – Inhibitors of Regulator of G Protein Signaling (RGS) 4: qHTS; Regulator of G-protein signaling 4 (Homo sapiens), P49798; Transcreener GDP fluorescence polarization, RGS4-accelerated GTP hydrolysis; Potency, µM (highest dose often 114 µM), for inactives: at the top dose activity change, negative = inhibition, actives largely listed as inhibitors; 0.039% of 390,000 active; further: potency means the concentration at half of the fitted maximal effect; on the % scale 0 is the no-effect control and ±100 the full control effect; nearly all actives have a fitted effect of over 75% in size; some results filed as inactive show a strong effect at the top dose
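MLSMR compounds (23 nl, pin-transferred) preincubated 10 min at room temperature with a 500nM (2x) first reagent, then RGS4 at 900nM (2x) plus Transcreener GDP mix added; fluorescence polarization (620/688 nm) read before and after 90 min at 30 °C.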
ERG Ets-DNA blk – qHTS for Small Molecule Inhibitors of the ERG Ets/DNA interaction. Transcriptional regulator ERG (Homo sapiens), P11308. fluorescence polarization, His-ERG Ets domain / labelled DNA. Potency, µM (titrated, usually from 76.9 µM), inactives show at the highest dose FP activity, negative = inhibition, usual class: inhibitors. 0.028% of 370,000 active. AID 624246, 2012; active means well fitted inhibition curve with a large enough effect in the polarisation, with a control signal flat; inconclusive means small, poorly fitted or top-dose-only effect, or effect the other way, or a change in a side signal; inactive means no such curve, though single readings can be large or run the other way; the % refers to the polarisation;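 further: polarization taken with two DNA probes labelled with fluorescein and Texas red; potency means the concentration at half of the fitted maximal effect; % of control where 0% means no effect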
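His-tagged ERG Ets domain (1 uM in the protein solution; 300mM KCl, 50mM Tris-HCl, 1mM EDTA, 1mM DTT, pH 7.5) received compound, then a probe mix of 5 nM fluorescein-DNA and 100nM Texas-615-DNA. Fluorescence polarization was read for both dyes.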
ALOX12 inh – Primary qHTS assay for inhibitors of human arachidonate 12S-lipoxygenase (ALOX12): Round 2; 1.1% of 580,000 active; Potency, µM (doses to about 108 µM), without a hit: at the top dose activity change, negative = inhibition, hits mostly inhibitors; Polyunsaturated fatty acid lipoxygenase ALOX12 (Homo sapiens), P18054; purified 12hLO, xylenol orange hydroperoxide absorbance; further: potency means the concentration at half of the fitted maximal effect; on the % scale 0 is the no-effect control and ±100 the full control effect
Target sequence (P18054 whole entry, looked up): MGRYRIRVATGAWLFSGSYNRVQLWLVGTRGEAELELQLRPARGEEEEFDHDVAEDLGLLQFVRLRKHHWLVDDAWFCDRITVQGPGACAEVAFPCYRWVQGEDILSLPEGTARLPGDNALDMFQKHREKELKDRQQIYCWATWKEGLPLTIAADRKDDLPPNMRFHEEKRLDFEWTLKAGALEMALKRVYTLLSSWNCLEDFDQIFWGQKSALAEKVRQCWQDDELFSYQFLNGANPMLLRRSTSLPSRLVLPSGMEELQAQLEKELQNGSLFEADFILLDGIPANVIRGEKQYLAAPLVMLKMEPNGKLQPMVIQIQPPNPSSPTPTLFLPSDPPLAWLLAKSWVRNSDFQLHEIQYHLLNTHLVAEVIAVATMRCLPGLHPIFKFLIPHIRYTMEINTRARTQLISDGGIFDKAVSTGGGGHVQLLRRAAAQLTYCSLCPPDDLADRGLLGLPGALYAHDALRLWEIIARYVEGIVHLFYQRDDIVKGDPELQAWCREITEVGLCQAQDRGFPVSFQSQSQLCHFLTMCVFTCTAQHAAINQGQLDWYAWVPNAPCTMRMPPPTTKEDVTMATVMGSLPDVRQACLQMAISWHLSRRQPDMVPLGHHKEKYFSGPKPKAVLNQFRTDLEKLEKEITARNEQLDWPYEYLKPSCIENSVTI
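Purified human 12hLO at 150 nM in 25 mM Hepes, 0.01% Triton X-100, pH 7.0, preincubated 15 min at room temperature with compound. Reaction started with 40 uM arachidonic acid, 30 min at room temperature. Hydroperoxide measured by Fe-xylenol orange, 573/405 nm absorbance ratio.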
GLS inhibitor – qHTS for Inhibitors of Glutaminase (GLS); Potency, µM (titrated, usually from 45.5 µM), inactives show top-dose activity change, negative = inhibition, usual class: inhibitors; Glutaminase kidney isoform, mitochondrial (Homo sapiens), O94925; 0.21% of 410,000 active; GLS enzymatic activity, qHTS titration; AID 624170, 2012; further: potency means the concentration at half of the fitted maximal effect; on the % scale 0 is the no-effect control and ±100 the full control effect
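Human kidney-isoform GLS in 45 mM KH2PO4 pH 8.2, 0.02% Tween-20, with compound, started with 1mM L-Glutamine (added stock). Glutamate oxidase/HRP/Amplex red coupled fluorescence read at start and after 30 min at RT.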
The depositor's hits bear a star; ? = inconclusive; . = not tested or not shown; & = joins results of further samples; ! = not active in a repeat; [ ] = dose if it differs, or a comment. Unless noted, the call rests on the fitted dose curve; in most records, active means well fitted curve in the direction sought with a large enough effect; inconclusive means small, poorly fitted or top-dose-only effect, or another doubt; inactive means no such curve, though single readings can be large; an effect the other way counts as inactive or inconclusive. Not all compounds are listed, so the mix of outcomes need not match the whole.

Molecule,HP1b chromo inh,JMJD2A Tudor,G9a inh,BAZ2B inh,PI4K2A inh,RGS4 inh,ERG Ets-DNA blk,ALOX12 inh,GLS inhibitor
Cc1ccc(C)c(OCCC(=O)OCC(=O)NCc2ccccc2)c1,-7.6%,-11.9%,0.4%,-2.3%,3.1,1.4%,7.0%,3.2%,1.5%
O=C(COC(=O)C1CCC1)Nc1cc(S(=O)(=O)N2CCCCC2)ccc1Cl,8.5%,0.7%,?,-9.8%,0.8,-14.2%,-1.3%,2.7%,11.4%
COc1ccc(OC)c(NC(=O)c2ccc(OCC(=O)N3CCOCC3)c(OC)c2)c1,-4.5%,-14.4%,-13.2%,5.2%,2.7,6.7%,-1.4%,-17.6%,-1.8%
CCOc1cccc(C(=O)NC(=S)Nc2cccc(C)c2)c1,-17.6%,?,-15.1%[59 µM],?,-4.3,-34.8%,-4.1%,20µM*,11.4%
CN(C)CCCn1c(SCc2ccc(Cl)cc2)nnc1-c1ccncc1,?,20µM*,14.0%[0.501 µM],56.2µM*,-8.0,-0.3%,10.5%,?,-5.4%
CCNC(=O)Nc1nc2ccccc2s1,31.3%,-2.1%,-4.9%,-3.6%,4.8,2.5%,5.2%,7.4%,-7.2%
O=C(NCCN1CCCC1=O)C1CCC(=O)N(CCc2ccc(Cl)cc2)C1 (configuration not stated),16.7%,-6.2%,.,1.1%,-0.1,-29.2%,2.6%,-19.4%,4.1%
CCc1ccccc1Nc1cc(C(=O)NC(C)c2ccccc2)c2ccccc2n1 (configuration not stated),55.7%[activator],2.0%,15.1%[59 µM],.,0.8,16.9%,2.8%,?,14.8%
COc1cccc(C(=O)NCc2cccnc2)c1,25.8%,-22.6%,4.3%[12.7 µM],1.1%,3.4,12.8%,2.1%,0.6%,-7.1%
COC(=O)C(C)(N)Cc1ccc(O)cc1 (configuration not stated),21.2%,-19.4%,25.1µM*!,9.6%,2.4&-0.3,?,-4.3%,-4.4%,20.1%
Cc1c(C(=O)O)sc2ncn(C)c(=O)c12,23.0%,-7.6%,6.2%[12.7 µM],4.2%,7.1,-3.2%,5.8%,12.8%,-19.3%
Clc1ccc(-c2nnc(NCc3ccccc3)c3ccccc23)cc1,40.1%[activator],-9.1%,1.4%[59 µM],-14.4%,-0.6,-24.7%,-6.4%,-9.4%,-11.0%
C=CCNc1nc(-c2ccccc2)nc(-n2ccnc2)n1,23.5%,22.2%,10.6%[59 µM],1.4%,-9.7,-10.3%,-0.9%,0.0%,-2.2%
O=C(CNC(=S)N(Cc1ccc(F)cc1)C1CCCCC1)NCCN1CCOCC1,12.3%,-11.0%,-6.1%,-2.0%,2.6,-12.3%,-3.7%,0.5%,1.4%
CC1=C(C(=O)Nc2ccc(C)cc2C)C(c2ccc(O)cc2)n2nnnc2N1 (configuration not stated),25.0%,-8.2%,-26.5%[59 µM],-4.4%,-0.4,16.8%,-18.0%,0.0%,14.1%
COc1ccc(NC(=O)CSc2nnc(Cn3cnc4ccccc43)n2C)cc1,29.1%,-3.6%,12.9%[59 µM],-3.6%,-0.4,-32.1%,-1.5%,436.4%[activator],2.0%
CCc1c(C)sc2c1CCN(C(=O)Nc1cc(C)ccc1C)C2c1ccc(OC)cc1 (configuration not stated),20.9%,-12.3%,0.5%[59 µM],-22.1%,1.1,-7.2%,2.0%,4.3%,-8.1%
CCC(=O)N/C(=N\OCc1ccc(F)cc1)c1nonc1NC(=O)CC,27.0%,-15.9%,22.9%,-6.7%,0.4,-12.6%,0.7%,-13.4%,-3.2%
COCCn1nnnc1C(c1cc2cc(C)ccc2[nH]c1=O)N1CCCCCC1 (configuration not stated),24.4%,-18.6%,4.47µM*,-4.0%,0.4,-34.3%,-2.4%,.,2.6%
CC1CN(C(=O)/C=C/c2ccccc2Cl)CC(C)O1 (configuration not stated),33.7%,5.2%,.,?,4.4,-0.4%,-1.0%,0.0%,-8.8%
C/C(=N\NC(=O)c1ccc2c(c1)OCO2)c1ccc(C(=O)O)s1,35.7%,0.7%,.,6.0%,-1.4,-15.5%,-8.1%[15.4 µM],10.4%,0.6%
O=C1OCCC/C1=C\c1ccc2c(c1)OCO2,29.4%,-14.8%,-13.1%[12.7 µM],-37.5%,-1.1,-6.0%,5.3%,?,-0.5%
CCOC(=O)[C@H]1[C@H]2COc3ccccc3[C@@H]2N2C(=O)CN(CC3CCCO3)C(=O)[C@@]12C (some centres not stated),34.0%[activator],-25.0%,.,.,0.9,-4.8%,-2.6%,-0.2%,-2.3%
CC(C)(C)C(=O)Nc1cccc(-c2nc3ccccc3c(=O)o2)c1,4.5%,-13.3%,11.1%,-32.7%,-4.6,-8.3%,.,0.4%,2.0%
O=C(Nc1ccc(S(=O)(=O)Nc2cnc3ccccc3n2)cc1)c1ccccc1Br,1.5%,-11.6%,1.2%[59 µM],-5.4%,2.0,-22.4%,-4.5%,-22.2%,1.0%
CCN(CC)CCN1C(=O)C(O)=C(C(=O)c2cccs2)C1c1ccccn1 (configuration not stated),21.1%,?,31.6µM*,50.1µM*,4.4,32.9%,-4.6%,6.6%,11.2%
CC(Sc1ccccc1)C(=O)N1CCN(S(=O)(=O)c2cccc(Br)c2)CC1 (configuration not stated),34.5%,-3.5%,5.2%,-18.9%,-2.5,-4.0%,-1.8%,-0.6%,-4.2%
CCCCn1c(N)c(N(CCOC)C(=O)CSCc2c(C)noc2C)c(=O)[nH]c1=O,33.7%,-9.7%,-2.6%,-17.3%,-7.6,-35.4%,4.4%,?,0.0%
O=C(NC1CCc2ccccc21)C12CN(Cc3ccccc3)CC1C(c1cccc([N+](=O)[O-])c1)=NO2 (configuration not stated),14.7%,-34.5%,-48.1%[12.7 µM],-3.3%,4.6,12.1%,13.4%,-7.3%,-7.6%
CC(=O)Nc1ccc(S(=O)(=O)NNC(=O)c2ccc([N+](=O)[O-])cc2)cc1,3.5%,-12.6%,-21.9%,-15.8%,5.2,-3.4%,1.6%,?,4.6%
O=C1C2C3C=CC(CC3)C2C(=O)N1/N=C/c1ccc(O)c(O)c1 (configuration not stated),?,-22.5%,?,?,-3.4,26.1%,-2.9%,-28.3%,-24.4%
Cc1oc2ccc(O)cc2c1C(=O)OC(C)C,11.7%,-6.5%,11.0%[59 µM],0.4%,2.3,0.9%,.,6.3%,19.0%
CCOc1cc(/C=C2\SC(=O)N=C2N)ccc1O,23.2%,-12.9%,-20.1%[59 µM],3.7%,0.8,-13.0%,-0.6%,-14.6%,1.8%
Cc1cc(Cl)ccc1NC(=S)N1CCN(C(=O)c2ccco2)CC1,10.4%,-15.8%,6.4%[12.7 µM],-7.6%,-4.1,5.4%,0.7%,2.5%,0.6%
CCC(=O)Nc1ccc(NC(=O)CSc2nnnn2CC)cc1C,58.8%[activator],-6.4%,1.0%,-1.3%,3.7,-28.3%,0.2%,0.0%,1.1%
O=C(NC1CCCC1)c1ccc2c(c1)N(Cc1ccccc1Cl)C(=O)c1ccccc1S2,15.9%,-2.9%,-27.8%[59 µM],3.3%,-1.1,-9.0%,-7.7%,-11.3%,0.0%
COc1cccc(C(=O)Nc2nc3nc(C)c(C)c(=O)n3[nH]2)c1,18.7%,89.1µM*,?,?,6.1,17.9%,7.6%,-21.5%,-10.6%
C/C(=N\Nc1cc(N2CCOCC2)ncn1)c1ccc(O)cc1,16.3%,-10.9%,27.5%[0.501 µM],7.2%,-6.7,-8.0%,-2.1%,0.0%,?
Fc1ccccc1-c1nc(-c2ccccc2)no1,190.8%[activator],100.9%[activator],81.8%[activator][59 µM],104.4%[activator],-21.9,7.0%,2.6%,-11.0%,2.2%
O=C(CN1CCOCC1)Nc1ccc2c(c1)OCCO2,?,31.6µM*,20µM*,50.1µM*,-4.4,-12.0%[56.9 µM],6.4%,?,8.4%
COc1cccc(-c2cc(C(F)(F)F)nc(N3CCC(C)CC3)n2)c1,335.1%[activator],142.1%[activator],42.8%[12.7 µM],126.1%[activator],0.4,0.8%,-5.1%,-14.3%,14.1%
O=C(CCNC(=O)Cn1ccc2ccccc2c1=O)NCc1ccccn1,36.5%[activator],-15.0%,-3.6%,.,3.9,3.5%,64.6%[activator],-2.7%,-5.0%
Cc1cccnc1NC(=O)c1ccc(S(=O)(=O)N2CCC(C)CC2)cc1,25.7%,-4.1%,10.1%[12.7 µM],11.4%,-3.6,-1.7%,10.0%,13.6%,9.3%

From PubChem BioAssay
